Screening results (PubChem BioAssay)
ASAP1 GAP inh = ASAP1 ArfGAP inhibition. Q9ULH1. ASAP1-stimulated ARF1 GTP hydrolysis, GDP FP detection. inhibition, % at 16.5 µM. 360,000 compounds, 0.19% hits; in the data active = inhibition above about 25%;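 note: 0% = vehicle with enzyme and substrate and 100% = no enzyme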
ADAM17 inh = inhibits human ADAM17; P78536; recombinant ADAM17, EDANS/DABCYL FRET peptide cleavage; inhibition, % at 6.95 µM; 370,000 compounds, 0.83% hits; AID 720648;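 active = inhibition above the mean of compounds lying between control limits plus 3 SD, set per campaign, cut at about 8.5% in these data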;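 note: 0% = DMSO-only wells as the low control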
KLK7 zymogen act = activators of human kallikrein-7 zymogen; 370,000 compounds, 0.9% hits; activation, % at 7 µM; P49862; AID 652039; purified proKLK7, EDANS-DABCYL substrate fluorescence; 100% is mature enzyme control, 0% vehicle;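 active = activation above the mean of all tested compounds plus 3 SD, computed per campaign excluding outliers beyond control limits, cut at about 13% in these data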
Target sequence (P49862 whole entry, looked up): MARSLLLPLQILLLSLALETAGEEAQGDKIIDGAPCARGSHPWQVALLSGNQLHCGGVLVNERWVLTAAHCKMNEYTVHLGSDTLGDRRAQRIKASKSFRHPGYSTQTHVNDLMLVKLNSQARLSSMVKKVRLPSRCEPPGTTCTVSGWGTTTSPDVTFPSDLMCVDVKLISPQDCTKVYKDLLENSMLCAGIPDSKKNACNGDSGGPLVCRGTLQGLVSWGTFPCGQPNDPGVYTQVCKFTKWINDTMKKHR
TDP2 inh = TDP2 (human) inhibition, absorbance primary screen; inhibition, % at 12.8 µM; O95551; 370,000 compounds, 0.34% hits; recombinant TDP2, T5PNP hydrolysis, p-nitrophenol absorbance 415 nm; AID 720702;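 active = inhibition above the mean of all tested compounds plus 3 SD, set per campaign, cut at about 25% in these data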;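 note: 0% = DMSO with enzyme and 100% = buffer with substrate but no TDP2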
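Assay system: recombinant human TDP2 / Reagent: T5PNP substrate at 5 mM, a TopII-DNA adduct mimic / Measured by: epi absorbance from released p-nitrophenol / Evaluation: % inhibition relative to enzyme-containing and enzyme-free wells / Control set: enzyme-free and DMSO wells / Replicates: each compound tested once, singlicate / Schedule: enzyme reaction with compound for 2 h at 37 °C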
Tn7 DDE FP = DD(E)-Tn7 binding inhibition, primary FP screen | 370,000 compounds, 0.13% hits | FP displacement of FITC-Tn7 peptide from fibrin DD(E); 0% = median of compound wells per plate | AID 720508 | P02675 | inhibition, % at 8.3 µM;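 active = inhibition above the mean of compounds falling within the control limits plus 3 SD of them, cut at about 14% in these data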;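 note: 0% = plate median of compound wells and 100% = 10 µM Aha-Tn7 peptide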
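assay system = human clot-derived fibrin DD(E) complex | quantity = Fibrin-DD(E) at 2 µM final | timing = 10 min preincubation, 3 h with tracer, room temperature | signal = fluorescence polarization | measure = percent inhibition | benchmarks = high control wells with 10 µM unlabelled Aha-Tn7 peptide (full inhibition) | replicates = singlicate testing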
ADAM10 inh = ADAM10 inhibition, QFRET primary screen; O14672; recombinant ADAM10, EDANS/DABCYL FRET peptide cleavage, 3 h; inhibition, % at 7 µM; 370,000 compounds, 0.62% hits;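 active = inhibition above a per-campaign cutoff equal to the mean of compounds falling between control-based bounds plus 3 SD, cut at about 20% in these data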;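 note: 0% = DMSO wells while the 100% control is not disclosed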
Target sequence (O14672 214-748 limits assumed): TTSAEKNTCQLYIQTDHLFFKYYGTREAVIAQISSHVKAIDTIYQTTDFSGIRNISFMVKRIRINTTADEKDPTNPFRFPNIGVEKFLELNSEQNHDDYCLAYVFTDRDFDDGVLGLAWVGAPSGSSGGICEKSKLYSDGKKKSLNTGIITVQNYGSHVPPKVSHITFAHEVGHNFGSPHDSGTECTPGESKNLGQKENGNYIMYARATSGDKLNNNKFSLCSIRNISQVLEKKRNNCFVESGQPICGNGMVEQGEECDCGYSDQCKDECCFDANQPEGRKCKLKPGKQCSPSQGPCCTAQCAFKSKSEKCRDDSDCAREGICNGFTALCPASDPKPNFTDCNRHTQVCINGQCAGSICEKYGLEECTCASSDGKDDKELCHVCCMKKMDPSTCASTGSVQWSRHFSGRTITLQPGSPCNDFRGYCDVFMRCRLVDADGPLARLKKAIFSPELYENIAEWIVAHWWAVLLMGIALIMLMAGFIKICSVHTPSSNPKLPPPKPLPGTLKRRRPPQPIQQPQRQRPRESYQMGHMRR
PLCg1 inh = blocks human PLC-gamma1 enzyme activity; inhibition, % at 12.2 µM; AID 720700; purified PLC-gamma1, fluorogenic substrate, fluorescence; 370,000 compounds, 0.84% hits; in the data active = inhibition above about 9.5%
Tn6 DDE FP = DD(E)-Tn6 binding inhibition, primary FP screen; inhibition, % at 8.3 µM; 370,000 compounds, 0.21% hits; P02675; Fibrin DD(E) TRITC-Tn6 fluorescence polarization displacement;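 active = inhibition above a per-campaign cutoff: mean of compounds within control limits plus 3 SD, cut at about 15% in these data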;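 note: 0% = median of all compound wells on the plate and 100% = blocking peptide control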
ARFGAP1 inh = inhibits rat ARF GTPase activating protein 1; 360,000 compounds, 0.26% hits; Arfgap1-stimulated ARF1 GTP hydrolysis, GDP FP detection; inhibition, % at 16.5 µM; Q62848;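 active = inhibition above a per-plate limit, mean inhibition of low control wells plus 3 SD, cut at about 25% in these data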;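 note: 0% = DMSO wells with enzyme and 100% = wells lacking Arfgap1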
Target sequence (Q62848 1-136 limits assumed): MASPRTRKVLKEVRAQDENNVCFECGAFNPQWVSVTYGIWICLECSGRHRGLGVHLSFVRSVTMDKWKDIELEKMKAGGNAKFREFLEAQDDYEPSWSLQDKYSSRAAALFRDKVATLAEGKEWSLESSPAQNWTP
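Replicates: Single well per compound | Assay system: Truncated rat Arfgap1 GAP domain | Control set: No-Arfgap1 wells (100%) versus DMSO full-reaction wells (0%) | Times: Enzyme reaction 120 min at 25 °C after 20 min preincubation | Reagent: Human ARF1(Δ1-17)-GTP substrate | Measured by: Tracer-displacement fluorescence polarization with EDTA stop, 620/688 nm | Measure: Percent inhibition of Arfgap1-stimulated GTP hydrolysis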
LEDGF integ inh = blocks HIV-1 LEDGF/p75-dependent DNA integration | TR-FRET IN-LEDGF/p75 DNA integration, Eu/Cy5 | inhibition, % at 3.7 µM | 370,000 compounds, 0.64% hits | AID 743269;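 active = inhibition above the screen-wide mean plus 3 SD, cut at about 13% in these data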;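 note: signal is the Cy5 over europium emission ratio at 671 and 618 nm; 0% = plate median of compound wells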
The depositor's hits bear a star. Outcome played no part in choosing rows. About 4.2% of those tested had a hit in this group.

Structure	ASAP1 GAP inh	ADAM17 inh	KLK7 zymogen act	TDP2 inh	Tn7 DDE FP	ADAM10 inh	PLCg1 inh	Tn6 DDE FP	ARFGAP1 inh	LEDGF integ inh
O=[N+]([O-])C(=C1Nc2ccccc2N1)/C(Cl)=C(/Cl)Br	-14	-5	0.1	-5	3	-18	-26	0	-6	-3
Cc1ccc(C)c(N2N=C(C(=O)Nc3nccs3)CCC2=O)c1	-2	-3	-0.1	11	-1	1	2	9	1	-1
CCCn1c(N)c(N(CCOC)C(=O)C(C)Oc2ccc(F)cc2)c(=O)[nH]c1=O (centres undefined)	0	-2	0.0	3	-3	-6	-2	1	2	3
N/C(=N\OC(=O)N1c2ccccc2Sc2ccccc21)c1ccc(Br)cc1	6	-2	-0.5	1	1	2	-12	-1	9	0
O=C(O)C(Cc1ccnc2ccccc12)=NO	-5	-6	0.5	0	4	-8	3	-4	-9	1
CCOc1ccc(CCNC(=O)Cn2ncn3nc(-c4ccc(OC)cc4)cc3c2=O)cc1OCC	0	-2	0.7	7	-1	-10	2	0	-2	0
O=Cc1c(NCc2ccccc2)c2ccccc2[nH]c1=O	-13	2	-0.1	6	-2	7	-1	-1	0	-1
CC(O)(CS(=O)(=O)Cc1ccccc1)c1ccc(Cl)cc1 (centres undefined)	-3	-1	0.5	7	8	-2	1	5	-1	-2

(list continues)
Structure	ASAP1 GAP inh	ADAM17 inh	KLK7 zymogen act	TDP2 inh	Tn7 DDE FP	ADAM10 inh	PLCg1 inh	Tn6 DDE FP	ARFGAP1 inh	LEDGF integ inh
CCOC(=O)c1sc(NC(=O)c2cc(-c3cccc(O)c3)on2)c(C(=O)OCC)c1C	-16	1	-0.3	-2	-4	-7	0	9	2	-3
CCOc1ccc(N2C(=O)CC(Sc3nc(C)cc(C)n3)C2=O)cc1 (centres undefined)	6	0	0.3	2	-1	0	2	-7	14	1
CC(C)OCCCNC(=S)N1CCC(C(=O)c2ccc(F)cc2)CC1	-6	-1	0.6	11	4	0	2	7	2	6
C=CCn1c(C)cc(C2=NNC(=NCC)SC2)c1C	-2	-27	0.7	-12	-5	-61	-40	1	-9	-2
O=C(Cn1nnc(-c2ccccc2F)n1)Nc1ccc(C(=O)N2CCOCC2)cc1	-1	0	-0.6	4	-2	0	3	-9	-14	0
CCn1c(=O)c(C(=O)Nc2ncccc2O)c(O)c2ccccc21	2	0	-0.9	-29	-6	6	-51	0	-2	-3
COc1ccc2ccccc2c1/C=N/n1cnnc1	11	-2	1.0	8	3	2	-3	-4	1	-2
CC1CCN(CCCNC(=O)c2cc3c(Cl)nc4ccccc4c3s2)CC1	-7	-4	0.0	5	-1	-1	1	0	9	-1

(list continues)
Structure	ASAP1 GAP inh	ADAM17 inh	KLK7 zymogen act	TDP2 inh	Tn7 DDE FP	ADAM10 inh	PLCg1 inh	Tn6 DDE FP	ARFGAP1 inh	LEDGF integ inh
O=C(Nc1nc2c(s1)CCCC2)C1COc2ccccc2O1 (centres undefined)	4	1	0.7	6	0	-2	0	-5	-13	0
COc1ccc(/C=N/NC(=O)c2ccc(N)cc2)cc1Cn1cc([N+](=O)[O-])cn1	3	0	0.4	15	1	6	1	2	10	1
Cc1cc(C)n(CCCNC(=O)c2ccc3c(c2)NC(=O)CS3)n1	-7	-2	0.0	5	0	9	2	1	8	-1
CC(=O)c1cc(-c2ccc(F)cc2)n(CCC(=O)Nc2cc(C)[nH]n2)c1C	5	-1	-0.2	-5	-7	5	2	-4	-7	4
O=C(/C=C/c1ccncc1)c1ccc2c(c1)OCCO2	-2	1	0.4	5	-1	-4	-2	0	-4	0
CCOC(=O)c1oc2ccc(Br)cc2c1CSc1nnc(C)s1	-9	2	-0.4	-2	-1	3	6	4	-5	1
Nc1c(N(CCC2=CCCCC2)C(=O)Cc2ccc(F)cc2)c(=O)[nH]c(=O)n1Cc1ccccc1	-2	-3	-0.2	-5	-4	2	2	1	-7	2
c1ccc(-c2c[n+]3c(n2-c2ccccc2)SCC3)cc1	-5	0	0.5	-15	3	-4	-1	2	10	-3

New compounds follow:
Structure	ASAP1 GAP inh	ADAM17 inh	KLK7 zymogen act	TDP2 inh	Tn7 DDE FP	ADAM10 inh	PLCg1 inh	Tn6 DDE FP	ARFGAP1 inh	LEDGF integ inh
CCOc1ccc(NC(=S)Nc2ccccc2C2CC2)cc1	1	1	0.1	-1	-6	2	-3	9	3	0
CCN(CC)CCn1nc2c3c(cccc3c1=O)-c1ccccc1-2	21	-14	18*	-4	-8	-59	-161	4	4	4
COc1ccc(-c2nc3ccc(Cl)cn3c2CC(C)(C)C)cc1OC	-7	4	-0.2	-9	-3	5	2	-2	-2	1
NC(=O)CC(NC(=O)c1cccc(Br)c1)c1ccc(NC2CCCCCCCCCCC2)c([N+](=O)[O-])c1 (centres undefined)	8	0	-0.4	-7	6	2	9	-9	-6	-4
O=S1(=O)N(Cc2ccccc2F)CCCN1Cc1c(F)cccc1Cl	-6	1	-0.3	6	3	7	5	0	-6	2
Cc1cc(NC(=O)CCOc2ccc(F)cc2)no1	0	-1	-0.3	3	0	4	4	-1	-9	6
Cc1cc(Br)c(NC(=O)C(C)Sc2nnnn2C)c(Br)c1 (centres undefined)	1	-5	0.7	0	5	-110	7	-3	2	-3
CCOCCOC(=O)C1=C(C)NC(=O)NC1c1ccc2c(c1)OCO2 (centres undefined)	-3	-2	0.3	11	-9	-2	-1	-8	5	-1

(further entries)
Structure	ASAP1 GAP inh	ADAM17 inh	KLK7 zymogen act	TDP2 inh	Tn7 DDE FP	ADAM10 inh	PLCg1 inh	Tn6 DDE FP	ARFGAP1 inh	LEDGF integ inh
O=C(CNC(=O)c1ccc2c(c1)OCCO2)N=Nc1c(O)[nH]c2ccccc12	8	-2	0.2	3	-5	-8	1	12	-4	0
CCCCn1c(=O)[nH]c(=O)c2c1nc(-c1ccc([N+](=O)[O-])cc1)n2CC	-1	-2	-0.6	7	-3	3	1	-2	-8	-1
Cc1cc2nccc(-c3ccco3)n2n1	-3	-2	0.7	-6	-2	-5	-33	11	1	0
O=C(CN1C(=O)S/C(=C\c2ccccc2)C1=O)NC1CCS(=O)(=O)C1 (centres undefined)	2	-2	-0.6	2	-1	-5	5	-3	-6	2
CC(C)CN1CCC(C(=O)NCC2CCCO2)CC1 (centres undefined)	9	2	-0.7	-2	-7	4	5	2	9	-2
COc1cccc(NC(=O)CN(C)C(=O)c2ccc(-n3cncn3)c([N+](=O)[O-])c2)c1	-3	-2	0.1	5	2	-9	-4	-2	-2	0
CNC(=S)NNc1nc(-c2ccccc2)c2cc(Cl)ccc2n1	4	-2	2.0	10	-3	0	-1	1	2	-4
CCC1=NN2C(=N)/C(=C\c3ccc(OCc4cc(=O)n5nc(CC)sc5n4)c(OC)c3)C(=O)N=C2S1	-5	-31	-0.5	3	0	-85	-23	-9	0	3

New compounds follow.
Structure	ASAP1 GAP inh	ADAM17 inh	KLK7 zymogen act	TDP2 inh	Tn7 DDE FP	ADAM10 inh	PLCg1 inh	Tn6 DDE FP	ARFGAP1 inh	LEDGF integ inh
COc1cccc(C(=O)Nc2cnc(NC(=O)c3ccco3)cc2C)c1	-7	-2	-0.3	4	3	4	1	5	-7	1
CC(C)(C)c1ccc(S(=O)(=O)NCCOCC(F)(F)C(F)F)cc1	-3	0	-1.0	0	-6	2	-1	-2	4	2
CC(=O)N1CCN(S(=O)(=O)c2ccc(C)c([N+](=O)[O-])c2)C1C(C)C (centres undefined)	-15	-4	0.0	-2	-2	0	5	-8	15	-7
c1ccc(CCNCc2cccs2)nc1	4	-5	-0.2	9	1	-2	3	7	1	-3
O=C(COc1cc2oc(=O)c3c(c2cc1Cl)CCC3)NCCCN1CCCC1=O	1	-12	0.8	15	5	-41	-2	6	7	-1
COc1cccc(/C=N/NC(=O)c2csc(-n3nc(C)cc3C(F)(F)F)n2)c1	-10	-2	-0.6	-6	2	-8	-3	0	-10	-3
COc1ccc(Cl)cc1N=Cc1c(O)c2ccccc2oc1=O	1	-2	-0.4	4	-8	4	1	4	-13	3
C#CCOCCOCCOCCNc1nc(N2CCN(C(=O)[C@H]([C@@H](C)O)n3cc(CCCCN)nn3)CC2)nc(N2CCN(C(=O)[C@H](CCCCN)n3cc(CC(C)O)nn3)CC2)n1 (some centres undefined)	5	-2	0.2	3	-3	-7	0	-6	-6	3

(next part)
Structure	ASAP1 GAP inh	ADAM17 inh	KLK7 zymogen act	TDP2 inh	Tn7 DDE FP	ADAM10 inh	PLCg1 inh	Tn6 DDE FP	ARFGAP1 inh	LEDGF integ inh
C[C@@H](NC(=O)c1nc[nH]c1C(=O)N(C)Cc1ccccc1)c1ccccc1	5	0	0.0	2	1	5	-1	7	7	-2
O=C(NN=C1CCCC1)c1ccccc1OCCOc1ccccc1	4	1	0.9	-9	-1	3	2	2	5	4
Cc1ccc(-n2nc3c(=O)n(CC(=O)NCc4ccccc4)nc(C)c3c2C)cc1	5	0	0.3	-4	4	0	4	-9	5	2
NS(=O)(=O)c1cccc(NC(=O)COC(=O)/C=C/c2ccco2)c1	-5	-2	-0.2	-1	-2	-3	-1	-5	2	-2
CNC(=S)NNC(=O)c1cccn(Cc2ccccc2)c1=O	-14	-32	7.0	1	-6	-101	-18	-2	-5	3
Nc1cccc(CN2CCCC2)c1	7	-2	-0.1	-2	7	0	1	1	-8	0

Single records, from the list above. Order of screens: ASAP1 GAP inh | ADAM17 inh | KLK7 zymogen act | TDP2 inh | Tn7 DDE FP | ADAM10 inh | PLCg1 inh | Tn6 DDE FP | ARFGAP1 inh | LEDGF integ inh
Cc1ccc(-n2nc3c(=O)n(CC(=O)NCc4ccccc4)nc(C)c3c2C)cc1 is listed as 5 | 0 | 0.3 | -4 | 4 | 0 | 4 | -9 | 5 | 2
C[C@@H](NC(=O)c1nc[nH]c1C(=O)N(C)Cc1ccccc1)c1ccccc1 is listed as 5 | 0 | 0.0 | 2 | 1 | 5 | -1 | 7 | 7 | -2
